NTR1 ag: agonists of NTR1, primary screen, imaging, U2OS cells, beta-arrestin-GFP, high content (AID 493036); Neurotensin receptor type 1 (Homo sapiens), P30989; NTR1-U2OS beta-arrestin-GFP spot imaging, agonist mode; activation, % at 20 µM; hit rate 0.17% among 330,000;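 active means activation at or above 40% of the spot to cytoplasm intensity ratio, with at least 20 cells analyzed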;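 further: 0% = DMSO without peptide and 100% = 100 nM NTR1 peptide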
Target sequence (P30989 whole entry, looked up): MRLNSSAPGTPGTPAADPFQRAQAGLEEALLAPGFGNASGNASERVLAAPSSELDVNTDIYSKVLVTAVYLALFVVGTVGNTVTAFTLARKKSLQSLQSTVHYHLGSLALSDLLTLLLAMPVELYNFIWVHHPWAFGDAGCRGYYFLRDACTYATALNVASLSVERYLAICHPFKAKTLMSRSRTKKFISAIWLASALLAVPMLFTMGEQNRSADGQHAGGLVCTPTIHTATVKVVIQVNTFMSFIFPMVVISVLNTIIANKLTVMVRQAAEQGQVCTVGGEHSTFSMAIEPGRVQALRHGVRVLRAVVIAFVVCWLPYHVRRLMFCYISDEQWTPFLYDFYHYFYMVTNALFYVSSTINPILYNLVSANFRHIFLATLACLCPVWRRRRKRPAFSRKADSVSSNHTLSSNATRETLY
NTR1 ag cell count 20 µM: further read-out of NTR1 ag, marked with its call; cell count; measured here: cell count, cytotoxicity flag
* = called active by the depositor. These rows are one share of the data; count on the stated rates, not on these rows.

Structure,NTR1 ag,NTR1 ag cell count 20 µM
Cc1ccc(N(CCC#N)C(=O)COC(=O)C2CCN(c3ccc(C(F)(F)F)cn3)CC2)cc1,3.4,73
COc1ccc([C@H]2CC(=O)C=C(c3cccc4c3sc3ccccc34)C2)cc1OC,1.4,54
Cc1cccc(NC(=O)CSc2nc(=O)n(CCN3CCOCC3)c3c2CCCC3)c1C,0.1,69
Cc1ccc(NC(=O)CSCC(=O)Nc2ccccc2N2CCCC2)cc1,0.3,52
C=CCN(c1ccccc1)S(=O)(=O)c1cccc(C(=O)Nc2ncccc2O)c1,-0.4,59
Cn1c(=O)c2c([nH]c(=O)n2C)n(Cc2ccccc2)c1=O,0.7,56
COc1ccc(CNC(=O)COC(=O)c2ccc(Br)c(S(=O)(=O)N3CCOCC3)c2)cc1,-2.3,50
NS(=O)(=O)c1ccc(NC(=O)c2ccc(Cl)c(S(=O)(=O)NCc3ccco3)c2)cc1,-0.2,41
COc1ccc2c(c1)OC[C@H]1[C@@H]2N2C(=O)CNC(=O)[C@@]2(C)[C@H]1c1ccccc1,0.5,53
CC1CCN(C(=O)CN2C(=O)NC(c3ccccc3)(c3ccccc3)C2=O)CC1,-1.6,44
c1ccc2c(c1)CCc1c(-c3ccncc3)n[nH]c1-2,0.9,51
Cc1csc(NC(=O)C(C)Oc2ccc(Br)cc2)n1 (stereo unspecified),0.2,61
COc1cc(NS(C)(=O)=O)ccc1Nc1c2ccccc2nc2ccccc12,3.8,57
COc1cc(OC)c(N2CC(C(=O)Nc3cc(Cl)ccc3N3CCOCC3)CC2=O)cc1Cl (stereo unspecified),0.5,42
O=C1c2ccccc2C(=O)N1CCC#Cc1ccc2cc(C3(O)CCCCC3)oc(=O)c2c1,7.8,54
CC1CC(C)(C)CC2(C1)NC(=O)N(CC(=O)Nc1nccs1)C2=O (stereo unspecified),0.8,53
O=C1N[C@@H](Cc2c[nH]c3ccccc23)COC(=O)[C@@H](Cc2ccc(F)cc2)C/C=C\C[C@H]1CC(=O)N(CCO)Cc1ccccc1,17.0,53
COc1ccc(NC(=O)Nc2ccc3c(c2)C(=O)N([C@H](C)CO)C[C@H](C)[C@@H](CN(C)C(=O)NC(C)C)O3)cc1,-1.5,61
CS(=O)(=O)c1ccc(-c2sc3ccccc3c2C(=O)N2CCN(c3ccc(F)cc3)CC2)cc1,-2.7,56
CCc1cccc2c(C(=O)COC(=O)c3cnc(C)cn3)c[nH]c12,0.6,56
N#Cc1ccccc1OCC(=O)NCc1ccccc1CN1CCCC1,3.1,63
COc1cccc(CC(=O)OC(C)C(=O)Nc2ccc(Cl)cn2)c1 (stereo unspecified),-0.2,91
O=C(CN1C(=O)NC2(CCCCC2)C1=O)N1CCN(S(=O)(=O)c2ccc(F)c(F)c2F)CC1,-0.1,58
CSc1nc(N)nc2c1ncn2CC(=O)NCCCN1CCCC1=O,-2.0,38
O=C1C=C(c2cccc3c2sc2ccccc23)C[C@@H](c2ccc(Cl)cc2)C1,4.2,52
CCOc1ccc(Cc2nnc(SCC(=O)Nc3c(C)cccc3C)[nH]c2=O)cc1,0.8,63
COc1ccccc1N1CCN(S(=O)(=O)CCNC(=O)C2CCCC2)CC1,-0.4,69
O=C1CN(C(=O)COC(=O)c2ccc([N+](=O)[O-])s2)c2ccccc2N1,8.8,53
O=C(N/N=C/c1ccc(F)c(F)c1)c1cccc(S(=O)(=O)N2CCCCC2)c1,4.4,50
CCn1cnnc1SCC(=O)c1c(N)n(C2CC2)c(=O)[nH]c1=O,2.9,52
O=C(c1ccco1)N1CCN(Cc2cc(=O)c(OCc3ccc([N+](=O)[O-])cc3)co2)CC1,0.2,58
C=CC[C@]12CCc3sccc3C1N(c1ccc(C(=O)OCC)cc1)C2=O (stereo partly specified),0.7,39
COc1ccc2nc(SC(C)C(=O)NC3CCCCC3)[nH]c2c1 (stereo unspecified),0.7,60
COc1cc(C(=O)NCC(=O)NC(C)c2ccc(-n3ccnc3)cc2)cc(OC)c1OC (stereo unspecified),-0.8,63
CCC(c1nnc(SCC(=O)Nc2ccc(N3CCOCC3)cc2)n1Cc1ccccc1)N(C)C (stereo unspecified),-0.5,54
O=C(C1CCCO1)N1CCN(S(=O)(=O)c2ccc(F)cc2)CC1 (stereo unspecified),0.8,60
Cc1cc(C)c(C)c(S(=O)(=O)Nc2ccc3cn[nH]c3c2)c1C,9.0,92
O=C(Nc1ncccc1O)C1CCN(S(=O)(=O)c2ccc3ccccc3c2)CC1,1.0,58
Cc1cc(C(=O)NNC(=O)c2ccc(C)c([N+](=O)[O-])c2)c(C)o1,-1.2,64
O=C(NCCCN1CCOCC1)c1cccc(S(=O)(=O)Nc2ccc(F)cc2)c1,0.9,57
Cc1cc(C)n2nc(C(=O)Nc3ccc4c(c3)OCCO4)nc2n1,6.0,46
C#CCOCCOCCOCCNc1nc(N2CCN(C(=O)[C@H](CCCCN)n3cc(CN)nn3)CC2)nc(N2CCN(C(=O)[C@H](CO)n3cc([C@@H](N)C(C)C)nn3)CC2)n1,-1.0,78
CCOC(=O)[C@H]1[C@H]2COc3ccc(C)cc3[C@@H]2N2C(=O)CN(Cc3ccccc3)C(=O)[C@@]12C,-0.8,64
COc1ccc(OC)c(/C=C/C(=O)OCC(=O)N2CCCCC2)c1,0.2,50
CSc1ncccc1C(=O)NCC(c1ccco1)N1CCCCC1 (stereo unspecified),-1.7,66
CCCc1cc(=O)[nH]c(SCC(=O)N2c3ccccc3CC2C)n1 (stereo unspecified),0.9,58
COc1ccccc1-c1sc2ccccc2c1C#CC1(O)CCCCC1,7.7,57
CC1(C)CC(=O)C=C(c2ccc(F)cc2OCc2ccccc2)C1,4.2,56
O=C1CC(NS(=O)(=O)c2ccc(F)cc2)CN1c1ccc2c(c1)OCCO2 (stereo unspecified),-1.2,55
COc1ccc(S(=O)(=O)N2CCCCCC2)cc1C(=O)NCCc1ccc(F)cc1,-0.3,54
Cc1ccc(NC(=O)C2CSC3(C)CCC(=O)N23)cc1S(=O)(=O)N1CCCCCC1 (stereo unspecified),-2.5,58
O=C(CN1C(=O)NC2(CCc3ccccc32)C1=O)NCc1ccccc1Cl (stereo unspecified),0.2,55
O=C(C[C@@H]1C/C=C\CC[C@@H](Cc2ccc(F)cc2)C(=O)OC[C@@H](Cc2ccccc2)NC1=O)NCCO,-0.7,72
CS(=O)(=O)c1ccc(Cl)c(NC(=O)C2CC(=O)N(Cc3ccco3)C2)c1 (stereo unspecified),0.2,61
Cc1cccc(C2=NN(c3ccccc3)[C@H](CO)[C@H]2c2ccc(F)cc2)c1,14.3,70
COc1ccccc1C(=O)NC(=O)CSc1nnc(N)s1,-1.5,68
CCN1C[C@@H]2[C@@H]3C(=O)N(Cc4ccccc4)C(=O)[C@@H]3[C@](CC)(C(=O)OC)N2C1=NC,-0.4,49
CC(=O)NC(CC(=O)Nc1ccc(S(=O)(=O)N2CCOCC2)cc1)c1ccccc1 (stereo unspecified),-0.9,100
COCCn1c(Cc2ccccc2)nnc1SCC(=O)N1CCCC1=O,-0.9,63
O=C(NCc1ccccc1)c1nc[nH]c1C(=O)N1CCN(c2ccccc2)CC1,0.8,53

The list goes on.
Structure,NTR1 ag,NTR1 ag cell count 20 µM
O=C(CNC(=O)c1ccc(Br)o1)NCC1COc2ccccc2O1 (stereo unspecified),1.1,64
CCOc1ccc(NC(=O)COC(=O)c2ccc(S(=O)(=O)N3CCOCC3)cc2)cc1,0.2,49
C=CC[C@@H](CC(=O)N(CCO)Cc1ccccc1)C(=O)N[C@H](COC(=O)[C@@H](CC=C)CC(=O)OC(C)(C)C)C(C)(C)C,0.9,49
O=C(NNC(=O)C1CCN(C(=O)Nc2ccccc2)CC1)c1ccc([N+](=O)[O-])cc1,-1.4,91
Cc1ccc(C(=O)OCC(=O)N(CC(C)C)c2c(N)n(Cc3ccccc3)c(=O)[nH]c2=O)o1,-0.9,55
Cc1cc(NC(=O)c2ccc(-c3ccccc3[N+](=O)[O-])o2)no1,-2.7,42
COc1cccc(CN(C)C(=O)c2ccc(NC(=O)CC3SC(N4CCCC4)=NC3=O)cc2)c1OC (stereo unspecified),-0.6,65
O=C(NNC(=O)c1n[nH]c2ccccc12)c1ccccc1,-0.1,61
COc1ccc(S(=O)(=O)N2CCc3ccccc32)cc1C(=O)N1CCN(C=O)CC1,3.3,55
O=C(NCCS(=O)(=O)NCc1ccco1)c1ccccc1,-0.1,67
Cc1ccc(S(=O)(=O)N(C)C)cc1NC(=O)C(C)OC(=O)c1cc[n+]([O-])cc1 (stereo unspecified),-1.6,73
O=C(NCCC(=O)N1CCN(S(=O)(=O)c2ccccc2Cl)CC1)Nc1ccccc1,-1.0,48
CC(OC(=O)CCN=C1NS(=O)(=O)c2ccccc21)C(=O)Nc1ccc(F)cc1Cl (stereo unspecified),1.1,64
O=C(COC(=O)c1ccc(Br)o1)c1ccc(S(=O)(=O)N2CCCCC2)cc1,1.5,68
CC[C@@H](C)[C@@H]1CN([C@@H](C)CN2CCC[C@H]2CN2C(N)=NC[C@@H]2Cc2ccccc2)C(=N)N1CCc1ccc(Cl)c(Cl)c1,-1.4,54
CCOC(=O)C1=CN(CC)S(=O)(=O)NC1c1ccc(F)c(Cl)c1 (stereo unspecified),-0.7,57
CCOC(=O)c1c(NC(=O)C(C)OC(=O)c2ccc(NC(=O)CC#N)cc2)sc2c1CCCC2 (stereo unspecified),9.1,74
CCN1/C(=C/C=C/c2sc3ccccc3[n+]2CC)Sc2ccccc21,-3.7,62
COc1ccc(N2CC(C(=O)NCc3n[nH]c(=O)c4ccccc34)CC2=O)cc1 (stereo unspecified),1.4,59
Cc1ccccc1NC(=O)COC(=O)c1ccc2c(c1)OCCO2,-0.7,55
Cc1cccc(C(=O)NC(=S)NC(C)c2ccccc2)c1 (stereo unspecified),2.3,50
Cc1ccc(NC(=O)COc2ccc(Br)cc2CO)cc1S(=O)(=O)N1CCOCC1,0.7,46
COc1ccc(NS(=O)(=O)c2cccc(C(=O)N(C)Cc3cccs3)c2)cc1,-1.2,63
C[C@H](NC(=O)c1ccccc1)C(=O)OCC(=O)c1c[nH]c2ccccc12,2.2,51
COC(=O)c1ccc(OCC(=O)NCCC2=CCCCC2)c(OC)c1,-0.6,69
CCC(=O)c1cn([C@H](CCC(OC)OC)CC(=O)OC(C)(C)C)cc1CC,-1.3,108
CC1CCCCC12NC(=O)N(CC(=O)NCC(=O)Nc1ccc(F)c(F)c1F)C2=O (stereo unspecified),0.1,78
CCCCn1c(N)c(N(CCOC)C(=O)CC(NC(=O)c2ccccc2)c2ccccc2)c(=O)[nH]c1=O (stereo unspecified),-0.2,62
CN(c1ccc(OC(=O)c2ccc(-n3cncn3)c([N+](=O)[O-])c2)cc1)S(=O)(=O)c1ccccc1,0.1,59
O=C(CN1CCN(C2CCS(=O)(=O)C2)CC1)N1N=C(c2ccc(Cl)cc2)CC1c1ccco1 (stereo unspecified),1.7,73
CC(=O)c1ccc(S(=O)(=O)Nc2c(C)nn(C)c2C)cc1,-0.1,61

Molecules above that have a tert-butyl group:
Structure,NTR1 ag,NTR1 ag cell count 20 µM
C=CC[C@@H](CC(=O)N(CCO)Cc1ccccc1)C(=O)N[C@H](COC(=O)[C@@H](CC=C)CC(=O)OC(C)(C)C)C(C)(C)C,0.9,49
CCC(=O)c1cn([C@H](CCC(OC)OC)CC(=O)OC(C)(C)C)cc1CC,-1.3,108

Among those listed so far, these have a furan ring, fused or not:
Structure,NTR1 ag,NTR1 ag cell count 20 µM
NS(=O)(=O)c1ccc(NC(=O)c2ccc(Cl)c(S(=O)(=O)NCc3ccco3)c2)cc1,-0.2,41
O=C(c1ccco1)N1CCN(Cc2cc(=O)c(OCc3ccc([N+](=O)[O-])cc3)co2)CC1,0.2,58
Cc1cc(C(=O)NNC(=O)c2ccc(C)c([N+](=O)[O-])c2)c(C)o1,-1.2,64
CSc1ncccc1C(=O)NCC(c1ccco1)N1CCCCC1 (stereo unspecified),-1.7,66
CS(=O)(=O)c1ccc(Cl)c(NC(=O)C2CC(=O)N(Cc3ccco3)C2)c1 (stereo unspecified),0.2,61
O=C(CNC(=O)c1ccc(Br)o1)NCC1COc2ccccc2O1 (stereo unspecified),1.1,64
Cc1ccc(C(=O)OCC(=O)N(CC(C)C)c2c(N)n(Cc3ccccc3)c(=O)[nH]c2=O)o1,-0.9,55
Cc1cc(NC(=O)c2ccc(-c3ccccc3[N+](=O)[O-])o2)no1,-2.7,42
O=C(NCCS(=O)(=O)NCc1ccco1)c1ccccc1,-0.1,67
O=C(COC(=O)c1ccc(Br)o1)c1ccc(S(=O)(=O)N2CCCCC2)cc1,1.5,68
O=C(CN1CCN(C2CCS(=O)(=O)C2)CC1)N1N=C(c2ccc(Cl)cc2)CC1c1ccco1 (stereo unspecified),1.7,73
